KOR beta-arrestin-1: KOR antagonists, beta-arrestin recruitment, cell-based, luminescence, uHTS (AID 1778) | Kappa-type opioid receptor (Homo sapiens) | KOR beta-arrestin recruitment, luminescence, antagonist mode; higher % means a stronger effect | inhibition, % at 10 µM, or IC50 in µM where a hit was titrated | hit rate 0.091% among 290,000; also: strong numbers were not always called active
human PMI inhibitors: human PMI inhibitors, high substrate, primary screen, biochemical, fluorescence intensity, high mannose 6-phosphate (AID 1220); Mannose-6-phosphate isomerase (Homo sapiens); recombinant PMI enzyme, coupled fluorescence intensity; higher % means a stronger effect; inhibition, % at 20 µM, or IC50 in µM where a hit was titrated; hit rate 0.66% among 190,000
TNAP activation fold: human TNAP enzyme activators, primary screen, biochemical, luminescent, no phosphate acceptor, uHTS (AID 1001) | purified TNAP, luminescent activation assay, no phosphate acceptor; higher activation fold means a stronger effect | activation fold at 20 µM; hits with a dose series show EC50 in µM | hit rate 0.03% among 200,000; in the data active = activation fold from about 3, or a potency from the dose series; inactive = the rest, 99 in 100 with activation fold below about 1.6; also: many of its hits are not listed in these tables
KOR beta-arrestin-2: KOR agonists, beta-arrestin recruitment, primary screen, cell-based, luminescence, uHTS (AID 1777); KOR beta-arrestin recruitment, luminescence; higher % means a stronger effect; activation, % at 10 µM, or EC50 in µM where a hit was titrated; hit rate 0.02% among 280,000; in the data active = activation above about 50%, passing the limit was not always enough; also: a part of the inactive calls stands beside numbers as strong as those of hits
XIAP antagonists: XIAP antagonists, biochemical, IAP family, fluorescence polarization (AID 1018); hit rate 0.007% among 200,000; E3 ubiquitin-protein ligase XIAP (Homo sapiens); displacement, % at 20 µM; hits with a dose series show IC50 in µM; XIAP BIR domain, fluorescence polarization peptide displacement; higher % means a stronger effect; in the data active = displacement above about 50%; also: a part of the inactive calls stands beside numbers as strong as those of hits
human PMI inhibition: inhibitors of human PMI, primary screen, biochemical, fluorescence intensity, coupled assay (AID 1209). purified PMI enzyme, coupled fluorescence intensity; higher % means a stronger effect. Mannose-6-phosphate isomerase (Homo sapiens). hit rate 0.42% among 190,000. one-dose inhibition, % at 20 µM; IC50 in µM for titrated hits;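 also: plate controls were DMSO vehicle for no effect and wells lacking substrate for full effect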
NOD2 inhibition: NOD2 signaling inhibitors, cell-based, luminescence, uHTS, HEK293 (AID 1566). HEK293 NOD2/NF-kB luciferase reporter, luminescence; higher % means a stronger effect. one-dose inhibition, % at 4 µM; EC50 in µM for titrated hits. hit rate 0.63% among 290,000; also: many of its hits are not listed in these tables
NOD1 inhibition: NOD1 signaling inhibitors, primary screen, cell-based, luminescence, uHTS (AID 1578). NOD1-driven NF-kB luciferase reporter cells, luminescence; higher % means a stronger effect. inhibition, % at 4 µM, or EC50 in µM where a hit was titrated. hit rate 1% among 290,000; in the data active = inhibition mostly above about 36%, no sharp cut-off; inactive = mostly below about 34%;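 also: HEK-293T reporter cells stimulated with the NOD1 agonist gamma-tri-DAP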
LYP inhibition: inhibitors of LYP phosphatase, biochemical, fluorescence intensity, uHTS (AID 1779); Tyrosine-protein phosphatase non-receptor type 22 (Homo sapiens); recombinant LYP phosphatase, fluorescence intensity; higher % means a stronger effect; inhibition, % at 11.5 µM; hits with a dose series show IC50 in µM; hit rate 0.054% among 290,000;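 also: plate controls were vehicle with enzyme for no effect and no enzyme for full effect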
An asterisk follows results filed as active; / = no result given; & = joins results of further samples; [ ] = remark or other dose. Rule as the data show it, unless noted: active = inhibition above about 50%; inactive = the rest. Some of the compounds tested, so the mix of outcomes need not match the whole.

item	molecule	KOR beta-arrestin-1	human PMI inhibitors	TNAP activation fold	KOR beta-arrestin-2	XIAP antagonists	human PMI inhibition	NOD2 inhibition	NOD1 inhibition	LYP inhibition
1	O=S(=O)(NCCc1ccccc1)c1cccc2cccnc12	10%	-6%	0.9	-5.7%	-6.7%	-10%	5%	-3%	-6%
2	CC(=O)N1CCC(C(=O)N2CCN(S(=O)(=O)c3cccs3)CC2)CC1	18%	/	/	0.7%	/	/	6%	3%	-14%
3	CCC(C)(C)NC(=O)CCCSc1nc2ccccc2s1	-18%	2%	1.1	7.5%	-16%	2%	-72%	18%	-6%
4	COc1ccccc1CNC(=O)C1CCC(CNC(=O)[C@@H]2Cc3ccccc3CN2)CC1 (stereo not given in full)	-34%	/	/	3.3%	/	/	4%	1%	-8%
5	O=C(Nc1nccs1)c1ccc(Cl)c([N+](=O)[O-])c1	14%	/	/	0.3%	/	/	4%	-22%	-4%
6	O=C1CC(N2CCN(c3ccc(Cl)c(Cl)c3)CC2)C(=O)N1 (stereo not given)	-35%	3%	1.1	-1.0%	-1.2%	7%	-21%	-12%	-1%
7	NC(=O)N1c2ccccc2CC(=O)c2ccccc21	16%&-24%	33%&32%	1&1.1	-0.9%&-2.3%	-1.9%&6.3%	11%&10%	7%&3%	19%&-1%	-5%&0%
8	CCOC(=O)Cc1csc(NC(=O)/C=C\c2ccccc2)n1	8%	0%	1	-0.8%	-9.7%	-1%	-5%	10%	-1%
9	Cc1nn(C)c(C(=O)N/N=C/c2ccncc2)c1Cl	15%	/	/	4.6%	/	/	-6%	-25%	-6%
10	CC(=O)Nc1ccc(S(=O)(=O)Nc2nc3ccccc3nc2N2CCCC2)cc1	25%	-9%	1.1	-1.8%	-5.8%	4%	-6%	-14%	1%
11	CNC(=O)NCC12CC3CC(CC(C3)C1)C2	4%	-3%	1.1	-7.5%	-6.5%	0%	13%	16%	-7%
12	O=C(O)CNC(=O)c1ccccc1NC(=O)c1ccco1	0%	-2%	1.1	1.2%	-5.1%	5%	4%	-7%	-4%
13	O=C(Cn1c(-c2ccccc2)c[n+]2ccsc12)c1ccc([N+](=O)[O-])cc1	6%	-26%	0.9	-4.5%	-7.5%	-30%	11%	-8%	-4%
14	CCOc1ccc(NC(=O)c2ccc3snnc3c2)cc1	-13%	0%	1.1	1.3%	-6.9%	0%	16%	-9%	0%
15	COc1ccc(C(=O)N2CCN(S(=O)(=O)N3CCOCC3)CC2)cc1OC	-10%	11%	1.2	-0.2%	2.4%	9%	-6%	-14%	0%
16	Cc1ccsc1C(=O)C1CCCN(Cc2cccn2-c2ccc(Cl)cn2)C1 (stereo not given)	0%	-6%	1.1	1.0%	-5.1%	-6%	15%	18%	-10%
17	CCNS(=O)(=O)c1ccc(C(=O)Nc2ccccc2)cc1	5%	-5%	1.1	-2.4%	-3.7%	-1%	-9%	-31%	0%
18	CN(Cc1ccccc1)S(=O)(=O)c1ccc2[nH]cc(C(=O)NCC3CCCO3)c(=O)c2c1 (stereo not given)	6%	-15%	1	11%	-6.2%	-11%	1%	26%	-4%
19	COc1ccc(S(=O)(=O)n2nc(-c3ccc(Cl)cc3)cc2N)cc1	2%	/	/	-1.0%	/	/	13%	12%	-9%
20	Cc1ccc(NC(=O)Cc2nnc(SCC(=O)NC3=NCCS3)n2C)cc1	-35%	/	/	2.3%	/	/	-10%	-9%	-6%
21	Cc1cccc(-n2cc(CN3CCN(Cc4nccn4C)CC3)c(-c3cccc(F)c3)n2)c1	-60%	16%	1	7.5%	-6.8%	15%	-34%	-61%	-7%
22	COc1ccc(-c2csc(NC(=O)CSc3nc(SC)ns3)n2)cc1	/	-2%	1.2	-1.3%	-4.4%	2%	20%	-1%	4%
23	CCCOc1ccc(N2C(=O)CC(SC(=N)N3N=C(c4ccccc4)CC3c3ccccc3)C2=O)cc1 (stereo not given)	-43%	0%	1	9.1%	-1.6%	8%	-5%	-11%	9%
24	COc1ccc(N(C(=O)c2cnccn2)C(C(=O)NCc2ccccc2)c2ccc(O)cc2)cc1 (stereo not given)	13%	/	/	-3.4%	/	/	-19%	-25%	-4%
25	COc1ccc(NC(=O)N(CCO)Cc2cc3c(C)cc(C)cc3[nH]c2=O)cc1	-41%	13%	1.1	3.7%	-0.1%	8%	7%	-1%	-5%
26	CSc1nc2ccc(NS(=O)(=O)c3ccc(Cl)s3)cc2s1	-33%	6%	1.1	11%	-7.9%	19%	5%	20%	1%
27	Cc1cc(Cl)ccc1Oc1ncc(CN2CCN(c3ccccc3)CC2)s1	-4%	6%	1	-1.4%	-1.2%	11%	8%	12%	-5%
28	NC(=NC(=O)c1ccc(OC(F)(F)F)cc1)c1ccc(C(F)(F)F)cn1	9%	/	/	2.3%	/	/	22%	-5%	-3%
29	Cc1ccc(S(=O)(=O)NNC2CC(=O)N(c3ccc(Br)cc3)C2=O)cc1 (stereo not given)	-80%[20 µM]	-13%	1.1	-2.7%	-6.5%	-19%	4%	-16%	-4%
30	O=C(COC(=O)Cn1cnc2ccccc21)Nc1cc(S(=O)(=O)N2CCOCC2)ccc1Cl	7%	/	/	4.0%	/	/	11%	-3%	-9%
31	CC(NC(=O)Nc1cccc(Cl)c1)C(c1cccs1)N1CCCC1 (stereo not given)	22%	-7%	1.1	0.4%	-1.8%	0%	-14%	25%	-5%
32	COc1ccc(-c2nc(NC(=O)CSCCO)sc2C)cc1	-11%	0%	1.1	0.6%	-6.6%	-3%	10%	-24%	-8%
33	COc1cccc(CNC(=O)Cn2cc3c(n2)CCCC3)c1	14%	-2%	1	-3.2%	-0.3%	5%	13%	4%	-6%
34	CC(=O)c1ccccc1OCCOCCOCCOc1ccccc1C(C)=O	10%[20 µM]	-4%	1.1	/	1.7%	-3%	10%	-14%	-1%
35	CC(Sc1nc(-c2ccccc2)cc(C(F)(F)F)n1)C(=O)O (stereo not given)	-38%[20 µM]	/	1.1	/	-2.4%	/	13%	-25%	-2%
36	CCOC(=O)C1CCCN(S(=O)(=O)c2c(C(=O)N3CCCCC3)c(C)n(C)c2C)C1 (stereo not given)	-35%	/	/	2.0%	/	/	7%	-2%	-10%
37	C=CCn1cccc(C(=O)Nc2cc(OC)cc(OC)c2)c1=O	0%	-8%	1	-0.9%	-0.9%	3%	4%	-26%	0%
38	Cc1ccc(C(=O)N2CCNC(=O)C2CC(=O)Nc2ccccc2)cc1 (stereo not given)	7%	/	/	0.3%	/	/	5%	-43%	-7%
39	Cc1ccc2cc3cc(C(=O)NC4CC4)oc3nc2c1	1%	/	/	-5.3%	/	/	-109%	39%	1%
40	Cc1cc(C(=O)COC(=O)CC2Sc3ccccc3NC2=O)c(C)n1-c1cccc(C(F)(F)F)c1 (stereo not given)	-34%	12%	1	0.5%	-5.3%	9%	0%	-11%	2%
41	CCOC(=O)N1CCN(C(=O)CNS(=O)(=O)c2cccs2)CC1	20%	-1%	1.1	-0.1%	-0.1%	-1%	8%	-5%	-10%
42	O=C(CCN1CCN(c2ccccc2)CC1)Nc1ccc2c(c1)OCO2	-6%	-12%	1	0.8%	-4.2%	-9%	-29%	-27%	0%
43	COc1ccc2ccccc2c1CN1CCN(C(=O)c2ccco2)CC1	-47%	/	/	1.4%	/	/	4%	-23%	-3%
44	Cc1nn(Cc2c(Cl)cccc2Cl)c(C)c1NC(=O)Cn1nc([N+](=O)[O-])c(Cl)c1C	15%	-4%	1.2	-1.5%	-3.4%	-3%	0%	-11%	-5%
45	CCC(CC)C(=O)Nc1cccc(/C(C)=N\NC(=O)c2ccc(C)s2)c1	-39%	18%	1	4.2%	-5.6%	9%	-6%	/	1%
46	CCOc1ccccc1Oc1cn[nH]c1-c1ccc(O)cc1O	4%	/	/	-2.0%	/	/	-18%	20%	-7%
47	CC(=O)Nc1ccc2nc3c(=O)n(C)c(=O)n(C)c3nc2c1	-17%	/	/	2.9%	/	/	21%	-4%	-8%
48	Cc1ccccc1CC1(CO)CCCN(C(=O)CCC(F)(F)F)C1 (stereo not given)	-2%	/	/	-2.8%	/	/	-14%	-32%	0%
49	COc1ccc(N(CC(=O)NC(C)(C)C)S(=O)(=O)c2ccccc2)cc1OC	13%	2%	0.9	0.4%	-4.2%	6%	-22%	-9%	8%
50	CCc1nnc(NC(=O)c2ccc(COc3ccccc3)o2)s1	39%	-2%	1	-1.2%	-6.7%	-1%	-14%	-31%	-2%
51	O=C(NCC1CCCO1)c1ccc2c(c1)N(Cc1ccccc1)C(=O)CS2=O (stereo not given)	15%	1%	1.1	-6.6%	-2.5%	2%	15%	-6%	-4%
52	CC(C)C(=O)c1cc2c(cc1NC(=O)c1cccs1)OCCO2	-37%	-1%	1	2.0%	-5.9%	8%	7%	14%	3%
53	CC(C)c1ccc(NC(=O)CCc2ccccc2)cc1	-24%[20 µM]	/	/	4.5%	/	/	-50%	24%	-7%

Records 44 through 53, reprinted for reference:
item	molecule	KOR beta-arrestin-1	human PMI inhibitors	TNAP activation fold	KOR beta-arrestin-2	XIAP antagonists	human PMI inhibition	NOD2 inhibition	NOD1 inhibition	LYP inhibition
44	Cc1nn(Cc2c(Cl)cccc2Cl)c(C)c1NC(=O)Cn1nc([N+](=O)[O-])c(Cl)c1C	15%	-4%	1.2	-1.5%	-3.4%	-3%	0%	-11%	-5%
45	CCC(CC)C(=O)Nc1cccc(/C(C)=N\NC(=O)c2ccc(C)s2)c1	-39%	18%	1	4.2%	-5.6%	9%	-6%	/	1%
46	CCOc1ccccc1Oc1cn[nH]c1-c1ccc(O)cc1O	4%	/	/	-2.0%	/	/	-18%	20%	-7%
47	CC(=O)Nc1ccc2nc3c(=O)n(C)c(=O)n(C)c3nc2c1	-17%	/	/	2.9%	/	/	21%	-4%	-8%
48	Cc1ccccc1CC1(CO)CCCN(C(=O)CCC(F)(F)F)C1 (stereo not given)	-2%	/	/	-2.8%	/	/	-14%	-32%	0%
49	COc1ccc(N(CC(=O)NC(C)(C)C)S(=O)(=O)c2ccccc2)cc1OC	13%	2%	0.9	0.4%	-4.2%	6%	-22%	-9%	8%
50	CCc1nnc(NC(=O)c2ccc(COc3ccccc3)o2)s1	39%	-2%	1	-1.2%	-6.7%	-1%	-14%	-31%	-2%
51	O=C(NCC1CCCO1)c1ccc2c(c1)N(Cc1ccccc1)C(=O)CS2=O (stereo not given)	15%	1%	1.1	-6.6%	-2.5%	2%	15%	-6%	-4%
52	CC(C)C(=O)c1cc2c(cc1NC(=O)c1cccs1)OCCO2	-37%	-1%	1	2.0%	-5.9%	8%	7%	14%	3%
53	CC(C)c1ccc(NC(=O)CCc2ccccc2)cc1	-24%[20 µM]	/	/	4.5%	/	/	-50%	24%	-7%

Screening results deposited in PubChem by Sanford-Burnham Center for Chemical Genomics.
